Screening data as filed in PubChem BioAssay.
USP1-UAF1 inh = Inhibitors of USP1/UAF1: Primary Screen. Potency, µM (top dose mostly 57.1 µM), inactives show top-dose activity change, negative = inhibition, hits mostly inhibitors. Ubiquitin carboxyl-terminal hydrolase 1 (Homo sapiens), O94782. 390,000 tested, 0.23% active. recombinant USP1/UAF1, Ub-Rhodamine cleavage fluorescence; also: potency is read from the fitted curve at half-maximal effect; % is scaled to controls: 0 for no effect and ±100 for the full control effect; nearly all actives have a fitted effect of over 60% in size; inactives centre near -12
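Step one: compound is pinned into 1nM USP1/UAF1 in HEPES pH 7.8 buffer with TCEP. Step two: 15 min room-temperature incubation. Step three: Ub-Rho (150nM final) starts cleavage, tracked by fluorescence over six one-minute reads.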
rTrxR1 inhibitor = qHTS Assay for Inhibitors of Mammalian Selenoprotein Thioredoxin Reductase 1 (TrxR1): qHTS. Thioredoxin reductase 1, cytoplasmic (Rattus norvegicus), O89049. recombinant rTrxR1, NADPH fluorescence consumption, selenite substrate. Potency, µM (highest dose often 114 µM), for inactives: at the highest dose activity change, negative = inhibition, hits mostly inhibitors. 390,000 tested, 1% active. AID 588453, 2011; also: potency is read from the fitted curve at half-maximal effect; % is scaled to controls: 0 for no effect and ±100 for the full control effect; nearly all actives have a fitted effect of over 65% in size
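Rat TrxR1 (90 nM in the dispensed reagent) was pre-reduced with 400 uM NADPH for 5 min at room temperature, then incubated with compound for 15 min. After 400 uM selenite was added, NADPH fluorescence (Ex 340/Em 450 nm) was followed for 8 min.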
IDH1 R132H inh = qHTS for Inhibitors of mutant isocitrate dehydrogenase 1 (IDH1): qHTS; Isocitrate dehydrogenase [NADP] cytoplasmic (Homo sapiens), O75874; IDH1-R132H enzyme, NADPH consumption, diaphorase/resazurin fluorescence; Potency, µM (highest dose often 76.6 µM), for inactives: at the highest dose activity change, negative = inhibition, usual class: inhibitors; 390,000 tested, 0.093% active; also: potency is read from the fitted curve at half-maximal effect; % is scaled to controls: 0 for no effect and ±100 for the full control effect; nearly all actives have a fitted effect of over 65% in size
Target sequence (O75874 whole entry R132H, stated change not applied): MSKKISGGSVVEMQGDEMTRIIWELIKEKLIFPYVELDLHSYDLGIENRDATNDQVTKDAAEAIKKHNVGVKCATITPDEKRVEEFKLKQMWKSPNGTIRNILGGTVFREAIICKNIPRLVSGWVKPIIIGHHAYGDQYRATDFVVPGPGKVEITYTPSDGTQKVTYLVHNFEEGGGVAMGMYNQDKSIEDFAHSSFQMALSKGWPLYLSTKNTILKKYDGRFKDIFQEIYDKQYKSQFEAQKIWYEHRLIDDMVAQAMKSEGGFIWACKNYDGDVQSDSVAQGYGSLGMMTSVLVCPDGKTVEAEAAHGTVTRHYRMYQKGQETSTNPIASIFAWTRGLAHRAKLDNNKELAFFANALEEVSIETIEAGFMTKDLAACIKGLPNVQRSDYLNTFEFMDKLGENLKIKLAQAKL
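IDH1-R132H (0.5 ug/mL) preincubated 30 min with compound, then NADPH (0.016 mM) and alpha-KG (2 mM) added; 80 min at RT, pH 7.5. Remaining NADPH coupled via diaphorase/resazurin to fluorescence (540/590 nm); concentration-response curves normalized to no-enzyme control.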
HP1b chromo inh = HTS for Inhibitors of HP1-beta Chromodomain Interactions with Methylated Histone Tails | AID 540317, 2011 | Chromobox protein homolog 1 (Homo sapiens), P83916 | AlphaScreen HP1-beta / biotin-H3K9me3 peptide binding | 390,000 tested, 0.56% active | Potency, µM (series often up to 114 µM), inactives show at the top dose activity change, negative = inhibition, hits mostly inhibitors; also: potency is read from the fitted curve at half-maximal effect; nearly all actives have a fitted effect of over 70% in size; inactives centre near 23
Target sequence (P83916 whole entry, looked up): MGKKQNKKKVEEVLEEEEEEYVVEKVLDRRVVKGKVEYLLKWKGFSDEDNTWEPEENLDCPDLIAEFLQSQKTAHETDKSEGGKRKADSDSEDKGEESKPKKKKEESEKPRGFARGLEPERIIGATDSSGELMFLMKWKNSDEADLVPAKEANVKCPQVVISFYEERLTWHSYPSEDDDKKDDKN
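HP1-beta protein (50 nM final) preincubated 30 min at room temperature with biotinylated H3(1-18)K9me3 peptide (50 nM) in PBS pH 7.4, 0.01% Tween-20, then compound added for 30 min. AlphaScreen streptavidin donor/nickel chelate acceptor beads (10 ug/mL final), 30 min dark, luminescence read.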
Pin1 inh = qHTS Assay to Find Inhibitors of Pin1 | Peptidyl-prolyl cis-trans isomerase NIMA-interacting 1 (Homo sapiens), Q13526 | Potency, µM (series often up to 115 µM), without a hit: top-dose activity, negative = inhibition, usual class: inhibitors | Pin1 FP peptide displacement, HiFluor488, 10 min | 390,000 tested, 0.009% active | AID 504891, 2011; active = well fitted inhibition curve with a large enough effect in the polarisation, with a control signal flat, not every such curve was filed as active; inconclusive = small, poorly fitted or top-dose-only effect, or effect the other way, or a change in a side signal; inactive = no such curve, though single readings can be large or run the other way; the % refers to the polarisation; also: potency is read from the fitted curve at half-maximal effect; % is scaled to controls: 0 for no effect and ±100 for the full control effect
PGK inhibitor = qHTS Assay to Find Inhibitors of Phosphoglycerate Kinase. AID 602233, 2012. Phosphoglycerate kinase, glycosomal (Trypanosoma brucei brucei), P07378. Potency, µM (top dose mostly 57.5 µM), inactives show at the top dose activity change, negative = inhibition, most hits filed as inhibitors. PGK/GAPDH coupled, Kinase-Glo luminescence, 60 min. 380,000 tested, 0.043% active; also: potency is read from the fitted curve at half-maximal effect; % is scaled to controls: 0 for no effect and ±100 for the full control effect; nearly all actives have a fitted effect of over 60% in size
Target sequence (P07378 whole entry, looked up): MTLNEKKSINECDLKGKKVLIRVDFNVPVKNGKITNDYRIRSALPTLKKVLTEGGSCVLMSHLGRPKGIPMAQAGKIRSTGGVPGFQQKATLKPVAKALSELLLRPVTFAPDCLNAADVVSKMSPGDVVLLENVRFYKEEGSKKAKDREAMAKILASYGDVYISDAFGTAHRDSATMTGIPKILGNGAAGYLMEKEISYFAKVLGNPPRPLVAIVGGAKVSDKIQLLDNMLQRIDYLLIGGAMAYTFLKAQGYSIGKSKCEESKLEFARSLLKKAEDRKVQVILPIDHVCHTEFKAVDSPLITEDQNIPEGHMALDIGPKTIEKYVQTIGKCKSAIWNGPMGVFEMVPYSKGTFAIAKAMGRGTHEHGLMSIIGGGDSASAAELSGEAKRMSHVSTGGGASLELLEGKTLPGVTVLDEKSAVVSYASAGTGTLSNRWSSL
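Recombinant glycosomal PGK reaction used 1,3-bisphosphoglycerate generated in-well by GAPDH (100nM final) in 100mM TEA pH 7.6, 5mM MgCl2, 0.01% Tween-20. After 60 minutes at room temperature, ATP was read by Kinase-Glo Plus luminescence end-point.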
TrxR1 substrate = qHTS Assay for Substrates of Mammalian Selenoprotein Thioredoxin Reductase 1 (TrxR1): qHTS; purified TrxR1 substrate turnover, NADPH consumption readout; Potency, µM (top dose mostly 114 µM), for inactives: top-dose activity change, negative = substrate turnover; 390,000 tested, 0.01% active; also: potency is read from the fitted curve at half-maximal effect; % is scaled to controls: 0 for no effect and ±100 for the full control effect; nearly all actives have a fitted effect of over 50% in size
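Rat TrxR1, dispensed at 90 nM, was prereduced with 400 uM NADPH (final) for 5 min at ~22 deg C, then incubated with compound 15 min before 400 uM selenite. A first-read NADPH fluorescence drop versus no-compound background flagged substrates.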
GLS inh = qHTS for Inhibitors of Glutaminase (GLS) | Glutaminase kidney isoform, mitochondrial (Homo sapiens), O94925 | GLS enzymatic activity, qHTS titration | Potency, µM (series often up to 45.5 µM), for inactives: at the highest dose activity change, negative = inhibition, most hits filed as inhibitors | 410,000 tested, 0.21% active | AID 624170, 2012; also: potency is read from the fitted curve at half-maximal effect; % is scaled to controls: 0 for no effect and ±100 for the full control effect
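Two-point fluorescence kinetic (t0, 30 min RT) for hKGA; glutamate detected via glutamate oxidase–HRP–Amplex Red. Substrate: 1 mM L-glutamine solution; buffer 45 mM KH2PO4, pH 8.2.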
PI4K2A block = qHTS for small molecular inhibitors of PI4K2A; purified PI4K2A, ADP-Glo luminescence, 1 h; stronger effect = lower value; activity change, negative = inhibition, % at 76.9 µM; 420,000 tested, 0.13% active; AID 1346378, 2018; in the data active = activity change below about -50%; inconclusive = mostly about -30% to -49%;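 also: -100% = wells without enzyme as full effect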
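In this quantitative HTS, ADP production by PI4K2A was quantified luminescently after 1 h at ambient temperature; 100 microM adenosine served as plate-quality control.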
Starred values were filed as active, the others as inactive; i = inactive; ? = inconclusive; . = no result given; & = joins results of further samples; [ ] = dose if it differs, or a comment. Unless noted, calls follow the shape of the dose curve; as a rule, active = well fitted curve in the direction sought with a large enough effect; inconclusive = small, poorly fitted or top-dose-only effect, or another doubt; inactive = no such curve, though single readings can be large; an effect the other way counts as inactive or inconclusive.

A first look (2 entries):
Each structure is followed by: USP1-UAF1 inh	rTrxR1 inhibitor	IDH1 R132H inh	HP1b chromo inh	Pin1 inh	PGK inhibitor	TrxR1 substrate	GLS inh	PI4K2A block
> COc1ccc2[nH]c(=O)c(CN(c3ccccc3)S(=O)(=O)c3ccccc3)cc2c1
 : -8.9%	32.8%[activator]	6.7%	26.6%	-4.1%	-5.1%	23.2%	-6.9%	1.3
> O=C(c1cc2ncccn2n1)N1CCc2c([nH]c3ccccc23)C1c1ccccc1F (centres undefined)
 : -21.0%	8.4%	1.3%	8.2%[57 µM]	13.3%	-5.9%	-4.5%	2.7%	5.3

The list itself, from the start:
Each structure is followed by: USP1-UAF1 inh	rTrxR1 inhibitor	IDH1 R132H inh	HP1b chromo inh	Pin1 inh	PGK inhibitor	TrxR1 substrate	GLS inh	PI4K2A block
> COc1ccc2[nH]c(=O)c(CN(c3ccccc3)S(=O)(=O)c3ccccc3)cc2c1
 : -8.9%	32.8%[activator]	6.7%	26.6%	-4.1%	-5.1%	23.2%	-6.9%	1.3
> O=C(c1cc2ncccn2n1)N1CCc2c([nH]c3ccccc23)C1c1ccccc1F (centres undefined)
 : -21.0%	8.4%	1.3%	8.2%[57 µM]	13.3%	-5.9%	-4.5%	2.7%	5.3
> CC1CCCC(C)N1C(=O)COC(=O)c1ccc(O)cc1 (centres undefined)
 : -11.9%	4.5%	6.2%	48.5%[activator]	-1.6%	i	-5.5%	1.6%	2.6
> Cc1ccc2nc(-c3ccc(S(=O)(=O)N4CCCCC4)cc3)cn2c1
 : -11.5%	6.3%[57.1 µM]	8.0%	23.1%	-8.1%	-0.5%	18.2%[57.1 µM]	3.5%	-2.3
> CC1CCc2onc(C(=O)N3CCN(c4ccccc4)CC3)c2C1 (centres undefined)
 : -13.9%	22.6%	2.8%	38.5%	0.7%	i	1.4%	4.4%	-0.1
> CCCOc1ccc2ccccc2c1/C=C1\SC(=O)NC1=O
 : -28.3%	12.8%	-12.7%	22.4%	3.9%	3.8%	-2.0%	22.5%	-0.2
> CCc1ccc(NC(=O)NCC2CCN(Cc3cccc(Cl)c3)CC2)cc1
 : -1.4%	-2.3%	-8.9%	14.8%	7.8%	i	-13.1%	-2.1%	1.4
> Cc1cc(C)cc(-n2ccn(Cc3ccc(F)cc3)c(=O)c2=O)c1
 : -22.5%	9.6%	20.6%	15.8%	-11.6%	6.5%	7.9%[11.4 µM]	5.2%	-0.3
> CC(C)(C)OC(=O)NC(Cc1ccccc1)C(=O)NC1COC2CC(n3cc(F)c(=O)[nH]c3=O)OC12 (centres undefined)
 : .	-11.4%	.	44.2%[activator]	6.3%	.	-9.6%	.	.
> COc1ccc(C(=O)OC(C)CN2CCN(C)CC2)cc1OC (centres undefined)
 : 1.6%	19.3%	0.8%	13.1%	-4.9%	1.7%	7.3%	4.3%	-3.1
> C=CCN1C(=O)CSc2ccc(C(=O)NCc3cccs3)cc21
 : -9.1%	17.0%[57.1 µM]	8.3%	25.0%	0.4%	9.1%	7.4%[57.1 µM]	1.1%	6.0
> Cc1[nH]nc2c1C(C1CC=CCC1)C(C#N)=C(N)O2 (centres undefined)
 : -13.0%	23.5%	6.1%	35.7%[activator]	2.3%	-8.0%	6.1%	22.2%	-3.8
> O=C1[C@H]2CC3CCC2(O3)[C@@H]2OCCCN12 (some centres undefined)
 : -26.0%	14.4%[57.1 µM]	0.7%	34.9%	-3.0%	-2.0%	-5.4%[57.1 µM]	-1.0%	-4.2
> CC(Oc1ccc(Br)cc1)c1nc2c3ccccc3nc(=S)n2[nH]1 (centres undefined)
 : -15.4%	-9.0%[57.1 µM]	4.6%	10.4%	1.1%	-1.9%	-7.0%[57.1 µM]	59.4%[activator]	-0.2
> COc1ccccc1NC(=O)CC(=O)c1cccc([N+](=O)[O-])c1
 : -5.8%	-2.9%[57.1 µM]	-0.6%	-15.3%	1.1%	-4.2%	7.8%[57.1 µM]	0.5%	5.7
> Cc1cc(/C=N/n2cnnc2)c(C)n1-c1cccc(Cl)c1
 : -3.6%	19.8%[57.1 µM]	-1.1%	-5.4%	1.0%	i	-1.4%[57.1 µM]	-6.6%	-0.7
> O=C(CCCN1C(=O)S/C(=C/C=C/c2ccccc2)C1=O)Nc1ccc(C(=O)O)cc1
 : -17.0%	79.4µM*	-6.3%	4.3%	?	-4.8%	-5.0%	-27.7%	-8.4
> Cc1ccccc1-n1c(-c2cccnc2)n[nH]c1=S
 : -14.2%	-4.5%	1.4%	38.2%	-3.5%	6.9%	8.6%	0.5%	-2.6
> COc1ccc(C(=O)NCC2CCCO2)cc1 (centres undefined)
 : -3.4%	-3.9%	-0.9%	18.5%	2.6%	-2.1%	-7.8%	14.5%	-0.7
> CC1/C(=C\c2ccc(Cl)cc2)C(=O)C2CC1C2(C)C (centres undefined)
 : -21.1%	10.7%	4.7%	106.4%[activator]	-4.2%	5.3%	7.6%	-13.5%	-0.4
> O=C(NCC(=O)N1CCc2ccccc2C1)c1ccccc1Cl
 : ?	13.0%[57.1 µM]	11.3%	16.6%	3.0%	4.0%	11.5%[57.1 µM]	2.4%	2.2
> O=C(COC(=O)CCC(=O)c1ccc(F)cc1)Nc1ccc2[nH]c(=O)[nH]c2c1
 : -17.3%	-1.6%	-1.6%	38.7%	25.7%	-5.0%	-2.6%	-1.9%	-0.1
> O=C(O)c1cc(-c2ccc(/C=N/N3C(=O)C4C5C=CC(C6CC56)C4C3=O)o2)ccc1Cl (centres undefined)
 : -3.5%	-6.8%[57.1 µM]	0.2%	25.2%	0.2%	5.6%	-3.5%[57.1 µM]	14.9%	1.3
> O=C(CSc1ncn[nH]1)c1ccccc1
 : -11.1%	-31.2%	9.3%	-70.3%	-1.8%	i	0.5%	-1.3%	-2.6
> O=C(NC(Cc1ccccc1)C(=O)O)/C(=C/c1cccc([N+](=O)[O-])c1)NC(=O)c1ccco1 (centres undefined)
 : -10.5%	16.2%	-7.6%	0.1%	-22.5%	i	0.3%	-1.7%	3.0
> CCSc1nc(C)cc(C)c1S(=O)(=O)c1ccccc1C
 : -13.7%	14.2%[57.1 µM]	8.1%	135.1%[activator]	5.3%	-9.5%	-10.7%	-20.8%	-0.5
> CCOC(=O)C1CCN(C(=O)c2ccc(CNS(=O)(=O)c3ccc(OC)cc3)cc2)CC1
 : -19.1%	18.6%	-2.0%	50.1%[activator]	-1.6%	-1.6%	4.1%	1.3%	0.5
> CN(CCCn1ccc(N)nc1=O)Cc1ccco1
 : -20.8%	.	3.0%	.	.	-5.2%	.	-6.1%	0.1
> Cc1cc2nnc(SCC(=O)N3CCCCC3)n2c(N)n1
 : -21.7%	9.0%	-1.5%	31.6%[activator]	-13.9%	i	-3.2%	0.2%	-6.8
> C[C@H]1COC(=O)[C@@H](CC(=O)OC(C)(C)C)C/C=C\C[C@H](CC(=O)NCCO)C(=O)N1
 : ?	9.6%[57.1 µM]	-6.8%	41.1%[activator]	-7.4%	9.0%	5.3%[57.1 µM]	-3.0%	-0.4
> CCCn1cc(C(CC(=O)O)C(=O)O)c2ccccc21 (centres undefined)
 : -8.6%	-12.8%[57.1 µM]	5.5%	16.2%	1.1%	-10.7%	7.5%[57.1 µM]	8.3%	0.5
> COc1ccc(N(CC(=O)Nc2ccccc2Cl)S(=O)(=O)c2ccc(C)cc2)cc1OC
 : 3.1%	-18.8%	-1.3%	23.5%	4.4%	1.1%	-16.0%	-1.8%	0.3
> Cc1ccc(-c2ccc(=O)n(Cc3cc(C)ccc3C)n2)cc1
 : -16.6%&-23.2%	23.5%&16.6%	1.0%&8.5%	25.5%&27.5%	-15.3%&3.4%	-6.9%&-6.1%	1.4%&3.5%	12.2%&4.1%	-8.8&-1.5
> C/C(=C\c1ccccc1)CN1CCN(C)CC1
 : -3.4%	18.0%	-2.3%	?	3.6%	i	-6.0%	0.9%	0.6
> N#CCCN(CCC#N)c1nnc(-c2ccccc2)s1
 : -12.7%	1.9%	2.5%	32.9%	0.7%	i	-5.5%[57.1 µM]	-6.1%	2.6
> COc1ccc(OC)c(S(=O)(=O)NNC(=S)Nc2ccc3c(c2)OCO3)c1
 : -6.5%	-23.4%	5.8%	18.8%	3.3%	-2.3%	-4.4%	-28.2%	1.7

An excerpt, so the mix of outcomes need not match the whole.
